Screening data: PubChem BioAssay, National Center for Advancing Translational Sciences (NCATS)
Giardia FBPA inh: Giardia lamblia aldolase inhibition. A8B2U2. purified Giardia FBPA. Potency, µM (doses to about 59.6 µM), for the others: at the top dose activity, negative = inhibition, hits mostly inhibitors. 290,000 tested, 0.71% active; further: potency means the concentration at half of the fitted maximal effect; nearly all actives have a fitted effect of over 55% in size
Target sequence (A8B2U2 whole entry, looked up): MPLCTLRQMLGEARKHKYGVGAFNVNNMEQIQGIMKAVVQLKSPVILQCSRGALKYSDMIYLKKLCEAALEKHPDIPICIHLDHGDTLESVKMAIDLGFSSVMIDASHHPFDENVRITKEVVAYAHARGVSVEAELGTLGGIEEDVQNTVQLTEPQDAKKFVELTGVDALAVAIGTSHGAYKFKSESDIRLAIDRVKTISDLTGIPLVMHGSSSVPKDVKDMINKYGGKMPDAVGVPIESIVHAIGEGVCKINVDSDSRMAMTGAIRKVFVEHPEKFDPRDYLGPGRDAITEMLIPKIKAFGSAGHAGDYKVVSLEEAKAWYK
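Giardia FBPA (40 nM reagent) was preincubated 10 min at RT with compound (up to 57.5 uM final), then substrate plus GAPDH/TPI/NAD/arsenate coupling system with diaphorase/resazurin was added; resorufin fluorescence (525/598 nm) was read after 20 min.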
AmpC no deterg: blocks E. coli AmpC beta-lactamase in detergent-free assay | AID 485341 | 330,000 tested, 0.52% active | P00811 | Potency, µM (doses to about 57.1 µM), inactives show top-dose activity change, negative = inhibition, hits mostly inhibitors | AmpC nitrocefin hydrolysis, absorbance 480 nm, 0.0001% Triton;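 further: potency means the concentration at half of the fitted maximal effect; plate controls were no compound for no effect and no enzyme for full effect; nearly all actives have a fitted effect of over 20% in size; some results filed as inactive show a strong effect at the top dose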
Target sequence (P00811 whole entry, looked up): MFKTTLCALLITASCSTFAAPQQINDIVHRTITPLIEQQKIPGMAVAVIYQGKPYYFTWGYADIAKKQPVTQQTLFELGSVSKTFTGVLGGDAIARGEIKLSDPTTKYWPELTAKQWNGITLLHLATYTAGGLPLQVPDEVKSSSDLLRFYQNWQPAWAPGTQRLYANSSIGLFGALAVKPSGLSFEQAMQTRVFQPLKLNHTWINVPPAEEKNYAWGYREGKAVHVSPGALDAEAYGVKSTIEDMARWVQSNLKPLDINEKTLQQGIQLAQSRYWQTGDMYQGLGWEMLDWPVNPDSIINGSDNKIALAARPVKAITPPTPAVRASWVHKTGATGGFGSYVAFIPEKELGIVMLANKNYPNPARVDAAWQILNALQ
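20 mM phosphate pH 7.0 + 0.01% (detergent screen) or 0.0001% Triton X-100; 5.3 nM AmpC reagent; cpd preinc 15 min RT; nitrocefin (800 uM stock) to start; A480 q20 s × 4 min; Activity was normalised to no-enzyme and no-compound control wells.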
Sm TGR inh: inhibitors of Schistosoma mansoni thioredoxin glutathione reductase; purified TGR, DTNB reduction, TNB absorbance 405 nm; Potency, µM (highest dose often 114 µM), for inactives: top-dose activity change, negative = inhibition, hits mostly inhibitors; AID 485364; 360,000 tested, 3% active; further: potency means the concentration at half of the fitted maximal effect; nearly all actives have a fitted effect of over 60% in size
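Kinetic colorimetric format: TGR-catalysed, NADPH-driven DTNB reduction monitored via TNB absorbance. Enzyme dispensed at 20 nM; compound exposure 15 min at room temperature before reaction start.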
AmpC inh detg: inhibitors of E. coli AmpC beta-lactamase with detergent. P00811. AmpC hydrolysis of nitrocefin, absorbance 480 nm, 0.01% Triton. Potency, µM (series often up to 114 µM), without a hit: at the highest dose activity change, negative = inhibition, actives largely listed as inhibitors. 370,000 tested, 0.041% active;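 further: potency means the concentration at half of the fitted maximal effect; 0% = no-compound wells and -100% = no-enzyme wells; nearly all actives have a fitted effect of over 25% in size; some results filed as inactive show a strong effect at the top dose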
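AmpC (5.3 nM in the dispensed reagent) in 20 mM phosphate pH 7.0 with 0.01% (detergent screen) or 0.0001% Triton X-100 was preincubated with compounds for 15 min at room temperature. Nitrocefin was then added from an 800 uM solution, and hydrolysis was followed at 480 nm.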
HCMV antiviral: human cytomegalovirus inhibition; HFF cells, HCMV-luciferase reporter, 72 h; hits give low values; activity change, negative = inhibition, % at 57.5 µM; 410,000 tested, 4.5% active; AID 1259415; in the data active means activity change below about -60%; inconclusive means no clear call, values can overlap the other calls; inactive means above about -39%
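Luciferase read-out from HCMV-luciferase-infected HFFs (MOI 1 PFU/cell) 72 h post infection at 37C; compounds added after 16 h cell attachment; activity normalized between buffer-only basal and Salinomycin (10uM) inhibitor controls.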
AMA1 RON2 block: disrupts binding of P. falciparum AMA1 to RON2; AlphaScreen AMA1-biotinylated RON2 peptide binding; Potency, µM (highest dose often 58.2 µM), without a hit: at the highest dose activity change, negative = inhibition, actives largely listed as inhibitors; 360,000 tested, 0.2% active; AID 720542;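 further: potency means the concentration at half of the fitted maximal effect; 0% = vehicle wells and -100% = peptide control; nearly all actives have a fitted effect of over 45% in size; some results filed as inactive show a strong effect at the top dose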
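AMA1 (3D7) with his tag at 25 nM final met compounds first, then biotinylated RON2 peptide at 25 nM; detection used donor plus acceptor beads, 10 µg/mL apiece, read by AlphaScreen after 30 min at room temperature.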
* marks the source's active call; other numbers are inactive results; ? = inconclusive; / = not tested or not shown; [ ] = dose if it differs, or a comment. Unless noted, the call rests on the fitted dose curve; in most records, active means well fitted curve in the direction sought with a large enough effect; inconclusive means small, poorly fitted or top-dose-only effect, or another doubt; inactive means no such curve, though single readings can be large; an effect the other way counts as inactive or inconclusive. Unless noted, on the % scale 0 is the no-effect control and ±100 the full control effect. Random draw from the library; overall some 7.8% were active at least once.

Sequence of screens: Giardia FBPA inh	AmpC no deterg	Sm TGR inh	AmpC inh detg	HCMV antiviral	AMA1 RON2 block
CNC(=O)c1cc2n(n1)CCCN(Cc1ccc(F)cc1)C2=O
  /	/	5%	7%	-12	/
O=C(C1CC(c2ccc(F)cc2)=NO1)N1CCc2ccccc2C1 (centres undefined)
  3%	-22%	-1%	-1%	13	-5%
COCCn1c(SCC(=O)NC2CCCCC2)nc2c(c1=O)SCC2
  0%	19%	-2%	4%	-26	-1%
COc1ccc(Cl)cc1Nc1nc(N2CCCC2)nc(N2CCCC2)n1
  4%	-19%	-13%	1%	/	/
O=C(Nc1nc2c(F)cc(F)cc2s1)C1CC1
  17%	-7%	14%	3%	11	-1%
Cc1noc(C)c1C(=O)N1CCOCC1
  6%	-16%	-7%	1%	-18	34%[activator]
C/C(=N\NC(=O)C1CC1)c1ccccc1O
  -7%	-11%	1%	?	-31	63%[activator]
COCCCNC(=O)C[C@H]1C[C@H](C(=O)N2CCOCC2)[C@@]2(CCC3CCCC3)c3[nH]c4cc(-c5ccco5)ccc4c3CCN2C1=O
  /	160%[activator]	/	/	9	-23%
Clc1ccc(-n2ncc3c(N4CCCCCC4)ncnc32)cc1
  -1%	-13%	2%	?	-79*	0%
COc1ccc(OC)c(NC(=O)Cn2c(=O)oc3ccccc32)c1
  3%	-11%	1%	-10%	21	0%
CCn1cnc2sc(C(=O)Nc3ccccc3OC)c(C)c2c1=O
  0%	-17%	8%	0%	-19	2%
CC(C)CCN(CCC(C)C)CC(O)Cn1c2ccccc2c(=O)c2ccccc21 (centres undefined)
  -5%	-33%	28%	8%	8	2%
CCc1cccc(NC(=O)c2cnc(SC)nc2-c2ccccc2)c1
  /	/	0%	-3%	-17	/
CNC(=O)C1CC(=O)N(CCc2ccc(OC)c(OC)c2)C(=Nc2ccc(F)cc2)S1 (centres undefined)
  -6%	-26%	47%[activator]	2%	-32	-3%
CN1CCN(C(=O)/C(=C/c2cn(S(=O)(=O)N(C)C)c3ccccc23)NC(=O)c2ccccc2)CC1
  -7%	126%[activator]	0%	?	-38	-5%
CCC(Sc1ncnc2sc3c(c12)CCCC3)C(=O)OC(C)C (centres undefined)
  /	/	-1%	2%	-2	/
CCCN1CCC(NC(=O)Cc2ccccc2C)CC1
  4%	-13%	0%	3%	5	6%
COc1cccc(NC(=O)CN(C)CC(=O)NCc2ccc(F)cc2)c1
  /	-12%	/	/	?	-5%
CCCS(=O)(=O)Nc1cccc(-c2nc3cccnc3s2)c1
  6%	-32%	9%	2%	3	2%
O=C(NC(=O)c1ccc(F)cc1)Nc1nc(-c2cccs2)cc(C(F)(F)F)n1
  3%	-5%	-6%	-13%	50	12%

Molecules from the list above with a Cl atom, in the order listed:
Sequence of screens: Giardia FBPA inh	AmpC no deterg	Sm TGR inh	AmpC inh detg	HCMV antiviral	AMA1 RON2 block
COc1ccc(Cl)cc1Nc1nc(N2CCCC2)nc(N2CCCC2)n1
  4%	-19%	-13%	1%	/	/
Clc1ccc(-n2ncc3c(N4CCCCCC4)ncnc32)cc1
  -1%	-13%	2%	?	-79*	0%

The main list resumes; the 3 compounds before the break are reprinted first.
Sequence of screens: Giardia FBPA inh	AmpC no deterg	Sm TGR inh	AmpC inh detg	HCMV antiviral	AMA1 RON2 block
COc1cccc(NC(=O)CN(C)CC(=O)NCc2ccc(F)cc2)c1
  /	-12%	/	/	?	-5%
CCCS(=O)(=O)Nc1cccc(-c2nc3cccnc3s2)c1
  6%	-32%	9%	2%	3	2%
O=C(NC(=O)c1ccc(F)cc1)Nc1nc(-c2cccs2)cc(C(F)(F)F)n1
  3%	-5%	-6%	-13%	50	12%
COCCNC(=O)CN(C(=O)c1ccc(N2CCCC2)nc1)c1ccccc1
  2%	2%	-12%	-7%	95	0%
COc1ccc(NC(=O)CC(c2ccccc2)c2ccco2)cc1 (centres undefined)
  -22%	-59%	40µM*	-2%	-10	-2%
O=C1CC(c2ccc(Br)cc2)NC(c2ccc(Br)cc2)C1c1ccccc1 (centres undefined)
  3%	-12%	-2%	2%	/	/
COc1ccc(CCNS(=O)(=O)c2cc3c4c(c2)CCN4C(=O)CC3)cc1OC
  /	-2%	-3%	0%	6	4%
CC(C)(C)c1ccc(OCC(=O)NCCN2CCOCC2)cc1
  -22%	11%	5%	-4%	-2	-6%
c1ccc(CSc2nc3ccccc3[nH]2)cc1
  -1%	-19%	0%	-5%	57	5%
Cc1c(C)c2c(OCC(=O)N[C@@H](CC(C)C)C(=O)O)cc3c(c2oc1=O)CCC(C)(C)O3
  3%	-4%	-11%	5%	-3	7%
CC1CC(C)CN(CCCNC(=O)c2ccc(N3CCCC3=O)cc2)C1 (centres undefined)
  /	-35%	1%	-4%	25	2%
CC(=O)Nc1sc(NC(=O)c2ccc([N+](=O)[O-])cc2)nc1-c1cccs1
  2%	-32%	0%	-9%	34	-8%
CCN1CCN(C(=S)Nc2cc(C(=O)OC)ccc2C(=O)OC)CC1
  0%	-19%	-9%	-7%	-21	20%
CCOc1ccc(S(=O)(=O)NCc2ccc(Cl)cc2)c2cccnc12
  1%	-17%	2%	-13%	-22	19%
Cc1cccc(Cl)c1NC(=O)N1CCCN(c2nc3ccc(Cl)cc3s2)CC1
  3%	101%[activator]	9%	-7%	-35	-23%
CC1(C)CC(=O)C(C=Nc2ccccc2Sc2ccccc2)=C(O)C1
  -6%	42%	-1%	-3%	/	12%
CCN(CC)C(=O)Cn1cc(S(=O)(=O)Cc2cccc([N+](=O)[O-])c2)c2ccccc21
  5%	39%	0%	-8%	-36	0%
COC(=O)c1ccc(C(=O)OC)c(NC(=O)C2CCCO2)c1 (centres undefined)
  1%	-7%	4%	-1%	-25	1%
CCC(=O)N1CCN(c2nc3ccccc3s2)CC1
  0%	-3%	-1%	0%	30	-3%
Clc1ccc(-c2nnc(CSc3nnc(-c4cccs4)o3)o2)cc1
  7%	-16%	5%	-6%	-1	14%
CCCN(CCC)C(=O)Cn1c(=O)n(CCCCCC(=O)NCc2ccc3c(c2)OCO3)c(=O)c2sccc21
  /	/	-3%	21%	-16	/
O=C1CCN(S(=O)(=O)c2ccc(Br)cc2)CCN1
  2%	-6%	-5%	4%	-25	-2%
CC(=O)c1cccc(NC(=O)c2noc3c2CC(C)CC3)c1 (centres undefined)
  /	/	0%	10%	56	/
Cc1cc(C)nc(SCCC(=O)Nc2cccc3ccccc23)n1
  3%	-5%	-1%	?	-9	-13%
CC1(C(=O)O)CCC(C(=O)Nc2ccccc2)C1(C)C (centres undefined)
  -4%	-21%	-20%	-1%	66	3%
CN1C(=S)SC(C)(NO)C1(C)C (centres undefined)
  ?	-7%	4%	-1%	11	5%
O=C(CN1CCOCC1)NCCc1ccccc1
  ?	0%	-9%	-6%	1	0%
C/C(=N/NS(=O)(=O)c1ccc(Cl)cc1)c1ccncc1
  -4%	-21%	28µM*	?	7	-8%
CN(C)c1ccc(C2/C(=C(/O)c3ccccc3)C(=O)C(=O)N2CCCC(=O)O)cc1 (centres undefined)
  -2%	-9%	-6%	-8%	-20	6%
Cc1ccc(N(CC(O)Cn2c3ccccc3c3ccccc32)S(C)(=O)=O)c(C)c1 (centres undefined)
  0%	58%[activator]	-3%	-4%	-101*	0%
COc1ccc2c3c(c(=O)oc2c1)C1O[C@](c2ccsc2)(Cc2cc(C#N)ccc21)O3
  -4%[12.9 µM]	5µM*	6.3µM*	?	/	/
COCC(COS(N)(=O)=O)Cc1ccccc1 (centres undefined)
  24%	-23%	4%	-8%	1	4%
Cc1cc(NC(=O)CSc2ncc(C(=O)Nc3ccc(F)cc3)c(=O)n2C)no1
  /	/	2%	2%	41	/
N#CC(Cc1ccccc1)(Cc1ccccc1)C(=O)NN
  11%	-3%	12%	-9%	13	2%
Cc1cccc(C)c1NC(=O)Nc1csc2c1CCCC2
  /	/	10%	24%	-15	/
CC(C)[C@@H](C(=O)N[C@@H](C(=O)O)c1ccccc1)N1C(=O)N2CCc3c([nH]c4ccccc34)[C@@]2(C)C1=O
  16%	-30%	6%	?	-24	6%
Cc1cc(C(F)F)n2nc(C(=O)O)nc2n1
  10%	-19%	-2%	?	19	-6%
CN(c1ccc(C(=O)NCc2ccncc2)cc1)S(C)(=O)=O
  3%	-3%	-3%	2%	15	1%
CC(C)(C)NC(=O)Cn1nnc(-c2ccccc2NC(=O)c2cnccn2)n1
  5%	-26%	-15%	-5%	41	42%[activator]
COc1ccc2[nH]c(C)c(CCN(Cc3cccs3)C(=S)Nc3ccccc3)c2c1
  ?	-21%	-22%	?	?	2%
COc1ccc(C(=O)c2oc3ccccc3c2NC(=O)COc2ccccc2)cc1
  /	/	60%	14%	-26	/
COCCNC(=S)Nc1ccccn1
  1%	-21%	/	2%	-14	-1%
Cn1nnnc1SCCNCc1ccccc1OCc1ccc(Cl)cc1
  -14%	69%[activator]	7%	3%	2	?

In the list so far, 2 have a cyano group.
Sequence of screens: Giardia FBPA inh	AmpC no deterg	Sm TGR inh	AmpC inh detg	HCMV antiviral	AMA1 RON2 block
COc1ccc2c3c(c(=O)oc2c1)C1O[C@](c2ccsc2)(Cc2cc(C#N)ccc21)O3
  -4%[12.9 µM]	5µM*	6.3µM*	?	/	/
N#CC(Cc1ccccc1)(Cc1ccccc1)C(=O)NN
  11%	-3%	12%	-9%	13	2%

Next part
Sequence of screens: Giardia FBPA inh	AmpC no deterg	Sm TGR inh	AmpC inh detg	HCMV antiviral	AMA1 RON2 block
Cc1ccc(S(=O)(=O)NCCC(=O)NCC(c2cccs2)N(C)C)cc1 (centres undefined)
  /	-17%	-7%	-13%	-7	0%
COc1ccc(N(C)C(=O)Cc2c(C(=O)O)[nH]c3ccccc23)c(OC)c1
  16%	-23%	-2%	7%	-1	-7%
O=C(CSCC(=O)Nc1ccc2ccccc2c1)NCc1ccccc1
  /	-8%	8%	?	99	-6%
O=[N+]([O-])c1cc(S(=O)(=O)N2CCCC2)ccc1N/N=C/c1ccncc1
  -2%	-24%	-4%	-8%	34	10%
COc1ccccc1CC(=O)N1CCN(c2cccc(C(F)(F)F)c2)CC1
  -5%	63%[activator]	8%	?	-70*	-9%
O=C(c1cc(C2CC2)nc2ccc(Br)cc12)N1N=C(C(F)F)CC1(O)C(F)F (centres undefined)
  0%	-28%	-6%	-5%	-73*	67%[activator]
